PhoP inhibition = PhoP-dependent GFP reporter repression – Salmonella Typhimurium, primary screen (AID 1863); inhibition, % at 50 µM; hits with a dose series show IC50 in µM; 300,000 tested, 0.16% active; S. Typhimurium PhoP-regulated promoter GFP reporter, 4 h; higher % means a stronger effect;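 active means inhibition over 29.93%, a cutoff 3 SD above the screen mean, later confirmed by dose response; inconclusive means inhibition over 29.93% but no dose response follow-up; inactive means inhibition at most 29.93% or unconfirmed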;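 further: 0% = low Mg2+ inducing control and 100% = high Mg2+ repressing control; strong numbers were not always called active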
Rac1 GTP hydrolysis = MgcRacGAP GTPase-activating activity inhibitors, confirmation, biochemical, ADP Hunter fluorescence; MgcRacGAP-stimulated Rac1 GTP hydrolysis, ADP Hunter fluorescence; higher % means a stronger effect; GST-tagged Rac1 F28L mutant substrate; inhibition, % at 30 µM; hits with a dose series show IC50 in µM; 340,000 tested, 0.6% active; AID 624330;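 active means first-screen hits whose inhibition reached a set limit at any dose in the follow-up dose series; inconclusive means inhibition above the set first-screen limit but never retested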;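 further: fluorescence reports GDP produced by GAP-driven GTP hydrolysis; strong numbers were not always called active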
NTR1 ag = agonists of NTR1, primary screen, imaging, U2OS cells, beta-arrestin-GFP, high content (AID 493036). P30989. NTR1-U2OS beta-arrestin-GFP spot imaging, agonist mode. activation, % at 20 µM. 330,000 tested, 0.17% active;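 active means activation at or above 40% of the spot to cytoplasm intensity ratio, with at least 20 cells analyzed; inconclusive means wells under 20 cells, flagged as cytotoxic or low count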;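 further: 0% = DMSO without peptide and 100% = 100 nM NTR1 peptide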
Target sequence (P30989 whole entry, looked up): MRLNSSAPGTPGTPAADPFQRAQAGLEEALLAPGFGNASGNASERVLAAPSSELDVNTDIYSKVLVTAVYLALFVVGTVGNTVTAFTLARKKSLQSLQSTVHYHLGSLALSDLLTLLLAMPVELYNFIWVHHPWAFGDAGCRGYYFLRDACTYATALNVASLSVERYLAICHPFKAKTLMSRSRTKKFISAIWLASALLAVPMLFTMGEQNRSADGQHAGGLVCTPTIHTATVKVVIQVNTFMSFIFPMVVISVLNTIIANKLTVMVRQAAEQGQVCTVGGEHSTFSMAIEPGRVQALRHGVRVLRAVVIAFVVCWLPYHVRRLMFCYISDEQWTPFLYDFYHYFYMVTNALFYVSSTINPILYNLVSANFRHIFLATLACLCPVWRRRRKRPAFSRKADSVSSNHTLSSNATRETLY
Dengue-2 NS5 capping = Dengue-2 NS5 methyltransferase inhibitors, primary screen, biochemical, confirmation dose response (AID 588689); Dengue-2 NS5 methyltransferase capping enzyme assay, biochemical; higher % means a stronger effect; one-dose inhibition, % at 25 µM; IC50 in µM for titrated hits; 340,000 tested, 0.3% active; in the data active means a potency from the dose series; inconclusive means inhibition above about 29% without an active follow-up result
RSV antiviral HEp-2 = inhibition of RSV-induced cytopathic effect – HEp-2 cells, primary 10 µM value included (AID 2391) | 310,000 tested, 0.13% active | one-dose CPE inhibition, % at 10 µM; IC50 in µM for titrated hits | HEp-2 cells, RSV-induced CPE inhibition; higher % means a stronger effect; in the data active means a potency from the dose series; inconclusive means CPE inhibition mostly from about 23% at the one dose, without a potency; inactive means the rest, 99 in 100 with CPE inhibition below about 21%; further: strong numbers were not always called active
SV40 large T antigen = TAg ATPase/helicase activity blockers – biochemical (AID 1903); 310,000 tested, 0.39% active; one-dose inhibition, % at 20 µM; IC50 in µM for titrated hits; SV40 large T antigen ATPase/helicase inhibition assay; higher % means a stronger effect; in the data active means a potency from the dose series; inconclusive means inhibition mostly from about 32% at the one dose, without a potency; inactive means the rest, 99 in 100 with inhibition below about 32%; further: strong numbers were not always called active
West Nile antiviral = West Nile virus antiviral activity, cell-based, CPE readout (AID 1621). West Nile virus-infected cells, CPE inhibition; higher % means a stronger effect. one-dose CPE inhibition, % at 10 µM; IC50 in µM for titrated hits. 290,000 tested, 0.02% active; in the data active means a potency from the dose series; inconclusive means CPE inhibition mostly from about 3.7% at the one dose, without a potency; inactive means the rest, 99 in 100 with CPE inhibition below about 2.2%; further: strong numbers were not always called active
UTI89 phage lysis = protection from phage-mediated lysis, alamar blue read-out – E. coli UTI89, K1F phage, bacterial capsule biogenesis inhibitors (AID 488966). E. coli UTI89 K1F phage lysis, alamar blue, 2 h; higher % means a stronger effect. inhibition, % at 100 µM, or IC50 in µM where a hit was titrated. 340,000 tested, 0.02% active;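 active means phage lysis inhibition, versus mean bacterial control, above a set limit; inconclusive means no clear call, values can overlap the other calls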;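 further: capsule biogenesis inhibitors block K1F phage lysis so surviving cells raise fluorescence; higher fluorescence means more inhibition of phage lysis; actives were called in the ten point dose series up to 300 µM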
T cell modulator = T cell immune modulation candidate; 2C CD8+ T cell-vesicle binding, flow cytometry; active compounds read low; calls only at 7 µM; 330,000 tested, 0.068% active; AID 2052;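 active means response, share of CD8 T cells binding vesicles, and their 90th percentile fluorescence all below set limits, cut at about 80% in these data, passing the limit was not always enough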
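Material: 2C TCR transgenic mouse naive CD8+ T cells, MACS-purified. Also added: QL9-charged Drosophila Ld/ICAM-1/B7-1 vesicles. Timing: binding 1.5 h at 37 °C. Measured by: high-throughput flow cytometry with anti-B7-1 and anti-CD8 staining. Read-out: percent CD8+ FL2 mean versus row control. Controls: Unloaded micro-vesicles (low), QL9 vesicles with 0.7% DMSO (high).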
T cell modulator vesicle-bound % = also measured in T cell modulator; calls as there; double positive events, %; measured here: CD8+ vesicle-bound cell fraction;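 binding gate set so that unloaded-vesicle control wells show 10% double positive cells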
NTR1 ag cell count 20 µM = also measured in NTR1 ag; calls as there; cell count; measured here: cell count, cytotoxicity flag
Dengue-2 NS5 capping pilot replicate = further read-out of Dengue-2 NS5 capping, marked with its call; inhibition, %; measured here: pilot screen replicate inhibition
Starred values were filed as active, the others as inactive; i = inactive; ? = inconclusive; nt = no result given; + = active, no number; [ ] = dose if it differs, or a comment.

SMILES	PhoP inhibition	Rac1 GTP hydrolysis	NTR1 ag	NTR1 ag cell count 20 µM	Dengue-2 NS5 capping	RSV antiviral HEp-2	SV40 large T antigen	West Nile antiviral	UTI89 phage lysis	T cell modulator	T cell modulator vesicle-bound %	others
CCOc1cc(CNC2CCCC2)cc(Cl)c1OCc1ccc(F)cc1	-8.6%	3.2%	6.7	56	-4.9%	0.3%	2.7%	?	1.6%	i	40.2
Cc1cc(N=Cc2cc(Cl)ccc2O)no1	-1.6%	4.6%	1.0	78	-1.4%	-0.7%	16.6%	-0.3%	0.9%	i	7.5
O=C(NCc1ccco1)c1cccc(NS(=O)(=O)c2ccccc2F)c1	3.8%	9.3%	5.7	75	-7.1%	3.1%	16.4%	-0.1%	1.6%[50 µM]	i	36.4
CSc1ccc(CN2CCC(n3nccc3NC(=O)CCCc3ccccc3)CC2)cc1	-1.1%	6.0%	1.7	64	-7.0%	10.6%	7.9%	-0.2%	2.3%	i	26.8
CCCCNC(=O)c1cc2c(=O)n3cccc(C)c3nc2n(Cc2ccncc2)c1=N	10.7%	13.4%	-0.4	56	?	1.5%	3.8%	-0.5%	-0.8%	i	9.9
Nc1cc(C(=O)OCC(=O)NNC(=O)c2ccccc2)ccc1Cl	-7.0%	2.2%	0.4	62	-4.4%	-1.9%	14.0%	nt	2.2%	i	43.3
CCN1C(=O)C(c2ccc(O)cc2)(c2ccc(O)cc2)c2ccccc21	3.0%	4.8%	0.9	51	-1.5%	2.2%	11.9%	1.4%	-0.8%	i	63.4
Cn1cc(CN2CCC(C(O)c3cccs3)CC2)c(-c2cccc(Cl)c2)n1 (centres undefined)	-2.8%	4.5%	-0.2	46	0.0%	-1.2%	9.8%	-0.6%	0.5%	i	41.5
CCc1ccc(OC(=O)Cc2ccc(OC)c(S(=O)(=O)N3CCOCC3)c2)cc1	nt	4.2%	1.2	47	-3.6%	2.3%	nt	nt	4.1%	i	46.0
O=C(CNS(=O)(=O)c1ccc2ccccc2c1)Nc1ccc(F)c(F)c1F	nt	7.8%	0.8	59	3.0%	1.1%	nt	nt	0.6%[50 µM]	i	42.2
Cc1c(C)c(C)c(S(=O)(=O)NCCc2ccncc2)c(C)c1C	-4.5%	nt	-0.9	44	-1.3%	13.3%	7.1%	-0.8%	0.2%	i	24.0
Nc1ncnc2c1ncn2[C@@H]1O[C@H](CNC(=O)[C@@H](N)COCc2ccccc2)[C@@H](O)[C@H]1O	nt	1.1%	3.3	49	1.3%	nt	nt	nt	0.2%	nt	nt	Dengue-2 NS5 capping pilot replicate=2.4
CCn1c(COc2ccc(C)cc2)nnc1SCC(=O)NCc1ccco1	0.5%	-3.0%	2.4	34	-5.0%	0.5%	0.5%	-1.0%	2.5%	i	30.1
COc1ccccc1-n1c(N)c(C(N)=O)sc1=S	-0.2%	-0.8%	-0.9	94	-4.9%	-0.8%	10.1%	0.7%	-0.3%	i	45.8
Cc1nn(-c2ccccc2)c2sc(C(=O)NNC(=O)COc3ccccc3)cc12	-0.1%	-7.9%	1.9	88	2.0%	-2.0%	19.5%	?	-0.4%	i	38.1	Dengue-2 NS5 capping pilot replicate=3.5
CCn1c(SCC(=O)NCC(=O)Nc2ccc(F)cc2)nnc1-c1ccncc1	-7.8%	1.0%	-1.5	106	-3.2%	-0.1%	-1.1%	0.3%	-0.5%	i	52.3
CN1C(C(=O)Nc2ccc(F)cc2F)=CC(c2ccco2)=NS1(=O)=O	nt	6.6%	-1.6	62	-5.1%	-0.3%	nt	1.2%	7.2%	i	44.5
CCOC(=O)Cn1nc(C)n(-c2cccc(Cl)c2)c1=O	-4.0%	1.0%	1.3	60	3.6%	1.4%	8.6%	-0.2%	0.2%	i	56.0
O=C(NC1CCN(C(=O)NCc2ccccc2)CC1)c1ccc(F)cc1	-2.5%	3.9%	-0.3	36	-0.7%	2.5%	3.6%	-0.1%	-0.1%	i	41.8
CN(C)c1ccc(NC(=S)N(CCc2ccccc2)C2CC(=O)N(c3c(Cl)cccc3Cl)C2=O)cc1 (centres undefined)	13.8%	2.0%	-0.3	99	-4.8%	2.2%	1.6%	-0.1%	-0.3%	i	52.0
CSCCC(NC(=O)OC(C)(C)C)C(=O)Oc1ccc2c(=O)c(-c3ccc4c(c3)OCCO4)coc2c1 (centres undefined)	-3.7%	3.8%	1.8	80	3.1%	6.3%	11.6%	0.0%	0.3%	i	26.4
COc1cccc(C(=O)NC2CCCc3c2cnn3-c2ccc(C)c(C)c2)c1OC (centres undefined)	2.5%	3.4%	0.7	77	-4.9%	5.8%	24.0%	1.1%	0.0%	i	27.4
COc1ccc(NC(=O)N2CCC(c3ccccc3)C2)c(OC)c1 (centres undefined)	1.8%	16.3%	-1.6	80	-2.8%	2.4%	2.2%	-0.1%	0.9%	i	45.0
Cc1ccc(C(C)C)c(OCCN(C)C)c1	0.1%	21.8%	-1.6	83	-3.9%	1.3%	9.6%	0.0%	0.3%	i	2.8
COc1ccc(/C=C/C(=O)C2(O)CCCCC2)cc1OC	1.8%	3.2%	1.7	48	-9.1%	1.3%	3.4%	0.2%	-0.1%	i	25.9
O=C(NCC1COc2ccccc2O1)c1cc2ccccc2o1 (centres undefined)	-5.3%	3.0%	0.6	41	-3.9%	-1.4%	8.5%	-0.2%	0.1%	i	36.4
COc1ccc(C2c3cc(OC)c(OC)cc3CCN2C(=O)c2ccccc2)cc1OC (centres undefined)	8.9%	-12.9%	-0.9	63	2.3%	2.3%	9.4%	-0.5%	-0.6%	i	61.7
Cc1ccc(C)c(OCC(=O)O/N=C(\N)c2cccnc2)c1	4.6%	5.9%	-0.2	50	6.3%	1.2%	8.0%	-0.6%	0.9%	i	40.3
CN1CCN(CCCNC(=O)Cn2ncc3c4ccccc4n(C)c3c2=O)CC1	-4.9%	3.4%	-2.3	52	-0.7%	0.6%	-0.3%	0.1%	0.6%	i	46.5
CCC(=O)N(C)CCc1cc2c(c(OC)c1/C=N/NC(=O)c1ccccc1O)OCO2	5.6%	7.6%	0.2	17	-6.5%	1.8%	21.2%	-0.2%	10.6%	i	32.8
O=C(NCCN1CCN(Cc2ccccc2)CC1)c1cc2c(=O)[nH]c3ccccc3c2s1	-2.7%	16.0%	0.3	49	-6.3%	10.2%	6.9%	-0.8%	-0.1%	i	13.9
Cc1ccc(N2C(=O)C(Cl)=C(N3CCCCCC3)C2=O)c(C)c1	5.0%	8.2%	5.0	78	-10.4%	1.8%	4.8%	-1.4%	0.2%	+	14.3*
CC(NC(=O)c1ccccc1F)c1nnc(SCC(=O)Nc2nnc(C3CC3)s2)n1C (centres undefined)	-6.1%	-0.5%	0.7	55	3.6%	-2.2%	5.8%	nt	0.6%[50 µM]	i	8.4
COc1ccc2c(c1)C(c1cccs1)=NNC(c1ccncc1)=N2	-7.0%	3.0%	2.4	41	4.0%	1.3%	5.1%	-0.5%	-0.4%	i	29.6
c1cc2c(cc1C1CCCCC1)c1c3n2CCCNC3CCC1 (centres undefined)	3.8%	9.2%	2.2	15	-1.4%	-4.5%	2.6%	-1.0%	-1.7%	i	5.3
COc1ccc(C2=[N+](C)CCn3cccc32)c(OC)c1	5.2%	11.0%	2.1	39	-1.1%	4.9%	8.5%	1.1%	-1.0%	i	5.1
Cc1ccccc1C1=NC(C(F)(F)F)(C(F)(F)F)c2c(n(-c3ccc(F)cc3)c(=O)[nH]c2=O)N1	1.5%	1.5%	0.2	56	-2.0%	1.0%	4.1%	-0.1%	1.5%[50 µM]	i	39.8
COc1ccc(NS(=O)(=O)c2cccc(C(=O)NCCCN3CCCC3=O)c2)cc1	1.2%	3.5%	1.9	45	-5.8%	-0.3%	8.0%	nt	0.8%[50 µM]	i	33.0
COc1ccc(OC)c(S(=O)(=O)Nc2ccccc2C(F)(F)F)c1	-0.5%	-0.2%	-0.6	70	-1.0%	-0.1%	2.0%	-0.4%	0.1%	i	16.5
COc1ccccc1N1CN(Cc2ccccc2)CNC1=S	-9.7%	-0.6%	-0.6	50	10.0%	nt	9.5%	1.0%	-1.3%	i	22.8

A portion taken from the entries so far:
SMILES	PhoP inhibition	Rac1 GTP hydrolysis	NTR1 ag	NTR1 ag cell count 20 µM	Dengue-2 NS5 capping	RSV antiviral HEp-2	SV40 large T antigen	West Nile antiviral	UTI89 phage lysis	T cell modulator	T cell modulator vesicle-bound %	others
COc1ccc(NS(=O)(=O)c2cccc(C(=O)NCCCN3CCCC3=O)c2)cc1	1.2%	3.5%	1.9	45	-5.8%	-0.3%	8.0%	nt	0.8%[50 µM]	i	33.0
COc1ccc(OC)c(S(=O)(=O)Nc2ccccc2C(F)(F)F)c1	-0.5%	-0.2%	-0.6	70	-1.0%	-0.1%	2.0%	-0.4%	0.1%	i	16.5

(cont.)
SMILES	PhoP inhibition	Rac1 GTP hydrolysis	NTR1 ag	NTR1 ag cell count 20 µM	Dengue-2 NS5 capping	RSV antiviral HEp-2	SV40 large T antigen	West Nile antiviral	UTI89 phage lysis	T cell modulator	T cell modulator vesicle-bound %	others
CCN(CC)CCOC(=O)C1(c2ccc([N+](=O)[O-])cc2)CCCC1	-3.1%	5.0%	-1.1	43	-3.7%	0.0%	7.4%	nt	3.9%	i	65.4
CCOC(=O)c1cc(C(C)=O)c(=O)[nH]c1C	6.8%	6.6%	-1.5	69	7.1%	3.0%	5.8%	0.3%	0.7%	i	61.6
Cc1ccccc1N(CC(=O)N1CCc2ccccc2C1)S(C)(=O)=O	-4.8%	10.4%	-1.6	73	-2.7%	2.5%	14.0%	-0.6%	0.3%	i	59.0
Cc1ccc(-n2c(Cc3cccn3C)nnc2SCC(=O)Nc2ccc3c(c2)OCO3)cc1	8.1%	8.0%	0.9	56	0.0%	-0.1%	11.3%	0.1%	5.0%	i	24.0
O=C(c1ccccc1Oc1ccc([N+](=O)[O-])cc1)N1CCOCC1	-2.8%	6.9%	0.3	58	-7.2%	1.4%	8.7%	0.2%	1.5%[50 µM]	i	62.5
O=C(Oc1ccccc1N1C(=O)C2CC=CCC2C1=O)c1ccc(Br)cc1 (centres undefined)	-7.9%	10.2%	2.3	75	-7.7%	0.7%	22.3%	-0.3%	-1.6%	i	7.6
